From PubChem
RSV CPE inhibition = RSV antiviral activity via CPE protection, HEp-2 cells, primary 10 µM value included (AID 2391) | hit rate 0.13% among 310,000 | HEp-2 cells, RSV-induced CPE inhibition; higher % means a stronger effect | one-dose CPE inhibition, % at 10 µM; IC50 in µM for titrated hits; in the data active means a potency from the dose series; inconclusive means CPE inhibition mostly from about 23% at the one dose, without a potency; inactive means the rest, 99 in 100 with CPE inhibition below about 21%; further: strong numbers were not always called active
T cell modulator = T cell immune modulators affecting CD8 T cell-vesicle binding | calls only at 7 µM | hit rate 0.068% among 330,000 | AID 2052 | 2C CD8+ T cell-vesicle binding, flow cytometry; stronger effect = lower value;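 active means response, share of CD8 T cells binding vesicles, and their 90th percentile fluorescence all below set limits, cut at about 80% in these data, passing the limit was not always enough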
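Material: 2C TCR transgenic mouse naive CD8+ T cells, MACS-purified. Also added: QL9-charged Drosophila Ld/ICAM-1/B7-1 vesicles. Timing: binding 1.5 h at 37 °C. Measured by: high-throughput flow cytometry with anti-B7-1 and anti-CD8 staining. Read-out: percent CD8+ FL2 mean versus row control. Controls: Unloaded micro-vesicles (low), QL9 vesicles with 0.7% DMSO (high).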
Large T inhibition = SV40 large T antigen inhibitors, biochemical (AID 1903); SV40 large T antigen ATPase/helicase inhibition assay; higher % means a stronger effect; hit rate 0.39% among 310,000; inhibition, % at 20 µM; hits with a dose series show IC50 in µM; in the data active means a potency from the dose series; inconclusive means inhibition mostly from about 32% at the one dose, without a potency; inactive means the rest, 99 in 100 with inhibition below about 32%; further: strong numbers were not always called active
WT yeast gro inh = growth inhibition of WT yeast, mitochondrial fusion screen | mitochondrial fusion phenotypic screen, WT strain | inhibition, % at 10 µM | hit rate 2.1% among 190,000 | AID 1362; in the data active means inhibition above about 58%; tested in S. cerevisiae
MgcRacGAP inhibition = MgcRacGAP GTPase-activating activity inhibitors, confirmation, biochemical, ADP Hunter fluorescence; MgcRacGAP-stimulated Rac1 GTP hydrolysis, ADP Hunter fluorescence; higher % means a stronger effect; GST-tagged Rac1 F28L mutant substrate; AID 624330; hit rate 0.6% among 340,000; one-dose inhibition, % at 30 µM; IC50 in µM for titrated hits;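 active means first-screen hits whose inhibition reached a set limit at any dose in the follow-up dose series; inconclusive means inhibition above the set first-screen limit but never retested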;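 further: fluorescence reports GDP produced by GAP-driven GTP hydrolysis; strong numbers were not always called active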
bCat nuc transl = beta-catenin nuclear translocation modulation | HeLa beta-catenin nuclear translocation, immunofluorescence imaging | nuclear translocation activity, % at 5 µM | hit rate 0.3% among 190,000;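 active means nuclear translocation activity above 50% at 5 µM, with a well cell count of 50 or more; inconclusive means wells under 50 cells across six images, flagged as toxic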;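 further: per-cell ratio of nuclear to cytoplasmic median beta-catenin stain intensity; plate controls were DMSO negative control for no effect and GSK-3 inhibitor IX positive control for full effect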
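Test system: human HeLa cell line; Doses: 5 µM primary, 0.02–20 µM confirmation; Incubation: 24 h compound exposure, 37°C; Detection: beta-catenin immunofluorescence imaging with DAPI; Read-out: beta-catenin nuclear/cytoplasmic ratio, % activation.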
West Nile antiviral = inhibition of WNV-induced cytopathic effect – cell-based, CPE readout (AID 1621); West Nile virus-infected cells, CPE inhibition; higher % means a stronger effect; one-dose CPE inhibition, % at 10 µM; IC50 in µM for titrated hits; hit rate 0.02% among 290,000; in the data active means a potency from the dose series; inconclusive means CPE inhibition mostly from about 3.7% at the one dose, without a potency; inactive means the rest, 99 in 100 with CPE inhibition below about 2.2%; further: strong numbers were not always called active
Salmonella PhoP GFP = inhibitors of PhoP regulon expression, primary screen, Salmonella Typhimurium, GFP reporter (AID 1863). S. Typhimurium PhoP-regulated promoter GFP reporter, 4 h; higher % means a stronger effect. one-dose inhibition, % at 50 µM; IC50 in µM for titrated hits. hit rate 0.16% among 300,000;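 active means inhibition over 29.93%, a cutoff 3 SD above the screen mean, later confirmed by dose response; inconclusive means inhibition over 29.93% but no dose response follow-up; inactive means inhibition at most 29.93% or unconfirmed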;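 further: 0% = low Mg2+ inducing control and 100% = high Mg2+ repressing control; strong numbers were not always called active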
Myeloid diff MLP = myeloid differentiation induction | calls only at 10 µM | ER-HoxA9 myeloid progenitors, lysozyme-GFP differentiation, flow cytometry | hit rate 1% among 360,000;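 active means normalized GFP-positive differentiation at or above the plate's own cutoff, the solvent-only control mean plus 3 SD; inconclusive means no clear call, values can overlap the other calls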;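 further: cells exposed to compound for four days before flow analysis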
WT yeast gro inh mutant strain = recorded beside WT yeast gro inh, whose call it bears; inhibition, %; mitochondrial fusion phenotypic screen, mutant strain inhibition
bCat nuc transl cell count 5 µM = second read-out of bCat nuc transl, no call of its own (marks repeat the call); cell count; measured here: cell count, cytotoxicity flag
T cell modulator vesicle-bound % = second read-out of T cell modulator, no call of its own (marks repeat the call); double positive events, %; measured here: CD8+ vesicle-bound cell fraction;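 binding gate set so that unloaded-vesicle control wells show 10% double positive cells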
Myeloid diff MLP GFP+ MAC1+ % = further read-out of Myeloid diff MLP, marked with its call; GFP+ MAC1+ double positive, %; measured here: differentiation confirmed by MAC1 staining
Numbers without * were called inactive; i = inactive; ? = inconclusive; . = no result given. This is a random part of the collection. About 3.6% of those tested had a hit in this group.

SMILES	RSV CPE inhibition	T cell modulator	T cell modulator vesicle-bound %	Large T inhibition	WT yeast gro inh	WT yeast gro inh mutant strain	MgcRacGAP inhibition	bCat nuc transl	bCat nuc transl cell count 5 µM	West Nile antiviral	Salmonella PhoP GFP	Myeloid diff MLP	Myeloid diff MLP GFP+ MAC1+ %
O=C1c2ccccc2C(=O)N1CCc1csc(-c2ccc(F)cc2)n1	2.2%	i	48	-4%	8	18	-1%	0.8	1052	-0.3%	15%	i	0.8
COc1ccccc1CN(C)C(=O)c1cccc(S(=O)(=O)N2CCCC2)c1	-1.2%	i	14	.	.	.	6%	.	.	.	.	i	1.0
O=C(NCCCn1ccnc1)NC(C(F)(F)F)C(F)(F)F	3.9%	i	20	3%	-6	-2	-2%	.	.	0.0%	2%	i	1.9
Cc1ccccc1CNS(=O)(=O)c1c(C)[nH]c(C)c1C(=O)N1CCCCC1	0.0%	i	16	.	.	.	-39%	.	.	-0.2%	15%	i	3.5
CCN(c1ccc(NC(=O)COC(=O)c2cccs2)cc1)C(C)C	0.9%	i	25	26%	-16	0	25%	.	.	0.2%	-3%	i	0.2
O=C(CNC(=O)c1ccc2c(c1)OCCO2)N/N=C/c1ccc(Cl)cc1	0.3%	i	46	23%	6	-7	13%	-1.1	1092	-0.1%	1%	i	0.2
Cc1ccc(N=C/C(C(=O)C(F)(F)F)=C(\O)c2ccco2)cc1Cl	2.8%	i	56	15%	6	11	-1%	3.6	999	-0.8%	-6%	i	0.1
O=C(NC(Nc1nc2ccc([N+](=O)[O-])cc2s1)(C(F)(F)F)C(F)(F)F)c1ccccc1	-2.1%	i	13	9%	56	44	1%	17	809	?	-4%	?	.
S=c1[nH]nc(C2COc3ccccc3O2)o1 (stereo unspecified)	-0.1%	i	19	4%	7	17	4%	-3.4	1013	0.3%	-29%	i	0.3
COc1cc(C(=S)N2CCCC2)ccc1OCC(N)=O	1.0%	i	63	10%	.	.	10%	.	.	-0.4%	-4%	i	0.2
NS(=O)(=O)c1ccc(Nc2nc(-c3ccc4ccccc4c3)cs2)cc1	1.5%	i	14	0%	6	5	-1%	0.6	1079	-0.3%	16%	i	3.4
Cc1csc(CN(C)C(=O)C2CCC(=O)N(Cc3ccc(Cl)cc3)C2)n1 (stereo unspecified)	0.0%	i	44	13%	.	.	9%	.	.	-0.5%	-3%	i	2.0
CCOc1ncccc1C(=O)OCC(=O)Nc1cc(S(=O)(=O)N2CCOCC2)ccc1C	1.8%	i	2	-2%	14	-8	4%	-0.7	963	0.2%	4%	i	0.4
CC(C)(C)OC(=O)NCCCC[C@H](NC(=O)c1nc[nH]c1C(=O)N1CCN(c2ccccc2)CC1)C(=O)OC(C)(C)C	1.9%	i	13	-1%	.	.	3%	-1.3	1207	0.2%	-4%	i	3.0
CC(C)Nc1cc(C(F)(F)F)nc(-c2ccccn2)n1	1.7%	i	21	6%	-15	-4	3%	.	.	-0.5%	32%	i	0.4
Cc1ccc(NC(=O)CN(C)C(=O)c2cccc(S(=O)(=O)NCc3ccco3)c2)cc1	0.3%	i	23	.	.	.	2%	.	.	.	.	i	0.9
COc1ccc(/C=N\Nc2ccc([N+](=O)[O-])cc2)c(C(=O)O)c1OC	-0.6%	i	18	16%	.	.	9%	0.3	1307	1.2%	11%	i	1.0
Nc1nc(SCC(=O)N2CCCc3ccccc32)n(-c2ccccc2)n1	0.3%	i	39	3%	7	7	1%	.	.	-0.2%	1%	i	3.0
COc1ccc(C2C(C#N)=C(N)Oc3cc(C)n(Cc4ccncc4)c(=O)c32)cc1 (stereo unspecified)	1.2%	i	45	11%	-4	6	12%	-4.2	870	0.6%	-7%	i	0.9
N=c1c(S(=O)(=O)c2ccc(Br)cc2)cc2c(=O)n3ccccc3nc2n1Cc1ccccc1	0.1%	i	6	9%	.	.	-6%	.	.	-0.6%	-20%	i	4.7
CSc1ccc(/C=C/C(=O)N2CCCN(C)CC2)cc1	-1.1%	i	28	1%	16	-5	11%	0.6	1081	-0.2%	1%	i	0.3
O=C(O)c1cc2c(cc1NC(=O)c1ccccc1OC(F)F)OCCCO2	1.9%	i	19	0%	.	.	8%	.	.	0.0%	2%	i	0.3
O=C(Nc1ccccc1F)c1ccc(-n2cncn2)nc1	-0.4%	i	34	-1%	0	-19	10%	-4.0	1424	.	1%	i	0.4
CC1=C(Sc2ccccn2)C(=O)NC(C)(C)C1	1.4%	i	45	19%	11	19	0%	1.5	988	-0.2%	-4%	i	2.2
COc1ccc(NC(=O)[C@@H](NC(N)=O)C(C)C)cc1Cl	2.3%	i	31	-1%	-5	-3	1%	0.0	1055	0.7%	-3%	i	0.1

Entries listed so far that have an NH in an aromatic ring, in the order listed:
SMILES	RSV CPE inhibition	T cell modulator	T cell modulator vesicle-bound %	Large T inhibition	WT yeast gro inh	WT yeast gro inh mutant strain	MgcRacGAP inhibition	bCat nuc transl	bCat nuc transl cell count 5 µM	West Nile antiviral	Salmonella PhoP GFP	Myeloid diff MLP	Myeloid diff MLP GFP+ MAC1+ %
Cc1ccccc1CNS(=O)(=O)c1c(C)[nH]c(C)c1C(=O)N1CCCCC1	0.0%	i	16	.	.	.	-39%	.	.	-0.2%	15%	i	3.5
S=c1[nH]nc(C2COc3ccccc3O2)o1 (stereo unspecified)	-0.1%	i	19	4%	7	17	4%	-3.4	1013	0.3%	-29%	i	0.3
CC(C)(C)OC(=O)NCCCC[C@H](NC(=O)c1nc[nH]c1C(=O)N1CCN(c2ccccc2)CC1)C(=O)OC(C)(C)C	1.9%	i	13	-1%	.	.	3%	-1.3	1207	0.2%	-4%	i	3.0

(cont.)
SMILES	RSV CPE inhibition	T cell modulator	T cell modulator vesicle-bound %	Large T inhibition	WT yeast gro inh	WT yeast gro inh mutant strain	MgcRacGAP inhibition	bCat nuc transl	bCat nuc transl cell count 5 µM	West Nile antiviral	Salmonella PhoP GFP	Myeloid diff MLP	Myeloid diff MLP GFP+ MAC1+ %
O=C(c1ccccc1)N(Cc1ccccc1)c1ccccn1	1.7%	i	19	2%	-9	-18	2%	-4.2	979	0.0%	-2%	i	8.2
CC(=O)NC12CC3CC(C1)CC(C(=O)N1CCN(S(=O)(=O)c4ccccc4[N+](=O)[O-])CC1)(C3)C2	1.3%	i	41	.	.	.	9%	.	.	.	.	i	0.7
CC12CC(NC(=O)N1CCc1ccccc1)c1cc(Cl)ccc1O2 (stereo unspecified)	1.7%	i	58	3%	-2	-2	10%	1.1	501	-0.2%	0%	i	0.7
O=C(Cc1ccc(NC2=NC3CS(=O)(=O)CC3S2)cc1)NCc1ccccc1 (stereo unspecified)	0.8%	i	29	9%	.	.	3%	.	.	0.9%	.	i	2.1
CC(C)Cn1c(=S)[nH]c2cc(C(=O)NCc3ccccc3F)ccc2c1=O	1.3%	i	34	.	.	.	4%	.	.	.	.	i	0.5
CCc1c(C)nc2cc(-c3ccc(OC)cc3)[nH]n2c1=O	5.9%	i	23	1%	7	5	6%	0.7	1073	0.5%	-8%	i	1.9
O=C(CS(=O)(=O)c1cn(CC(=O)N2CCOCC2)c2ccccc12)NCc1ccc(F)cc1	0.4%	i	63	24%	.	.	7%	.	.	0.8%	-1%	i	0.9
O=C(NCc1ccccc1)C1c2ccccc2Oc2ccccc21	0.3%	i	23	8%	11	5	3%	1.0	1027	-0.8%	-4%	i	0.6
CSCC(O)Cn1ncc2ccccc2c1=O (stereo unspecified)	-0.1%	i	43	8%	.	.	-17%	0.0	1272	0.0%	2%	i	0.9
CC(C)(C)NC(=O)CN(C(=O)CNS(=O)(=O)c1ccc(Cl)cc1)c1ccc2c(c1)OCCO2	2.0%	i	48	2%	.	.	3%	.	.	-0.3%	1%	i	0.7
Cc1[nH]c2c(ccc3cccnc32)c1C	8.5%	i	33	8%	.	.	-15%	-1.6	1311	-0.8%	-13%	i	0.2
CC(C)S(=O)(=O)c1nsc2nc(=O)c(/C=C3\C=Nc4ccccc43)c(N)n12	0.5%	i	38	12%	3	-15	11%	-3.7	1103	0.2%	1%	i	0.2
Nc1cc(=O)nc(SCC(=O)N(C2CCCCC2)C2CCCCC2)n1-c1ccccc1	2.1%	i	54	17%	2	11	-6%	-1.5	1357	-0.1%	-12%	i	1.6
COc1ccccc1N1CC=C(c2cccc([N+](=O)[O-])c2)NC1=O	2.9%	i	40	15%	.	.	11%	-0.6	1416	-0.1%	-1%	i	1.4
COc1ccc(-c2cc(C(=O)O)c(C)o2)cc1OC	-0.9%	i	18	13%	0	1	6%	.	.	-0.2%	-2%	i	0.5
Cc1ccc(S(=O)(=O)N2Cc3ccccc3CC2C(=O)NC(C)(C)C)cc1 (stereo unspecified)	4.4%	i	50	9%	.	.	11%	.	.	0.2%	3%	i	0.3
O=C(CSc1nnc(CNC(=O)c2ccccc2F)o1)NC1CCCCC1	1.6%	i	31	1%	.	.	1%	.	.	0.0%	-5%	i	1.2
O=C(Cc1ccc(S(=O)(=O)N2CCOCC2)s1)NCCOc1ccccc1F	-0.5%	i	14	13%	.	.	1%	.	.	.	-5%	i	0.5
N#Cc1ccc(S(=O)(=O)N2CCCN(c3nc4ccc(Cl)cc4s3)CC2)cc1	44%	i	42	0%	.	.	6%	-1.0	1119	-1.0%	-3%	i	0.4
O=C(CNC(=O)c1ccc(Br)o1)NC1CCCCCC1	1.9%	i	30	16%	.	.	1%	.	.	.	4%	i	0.7
COc1ccc(N2CC(C(=O)N3CCN(c4ccccc4F)CC3)CC2=O)cc1 (stereo unspecified)	2.5%	i	17	1%	.	.	8%	.	.	-1.0%	7%	i	1.2
Clc1cccc(-c2csc(Nc3cccnc3)n2)c1	.	i	15	6%	.	.	8%	-4.3	1165	-0.1%	-9%	i	0.4
